PhoP inhibition – PhoP-dependent GFP reporter repression – Salmonella Typhimurium, primary screen (AID 1863); S. Typhimurium PhoP-regulated promoter GFP reporter, 4 h; higher % means a stronger effect; one-dose inhibition, % at 50 µM; IC50 in µM for titrated hits; 300,000 compounds, 0.16% hits;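 active means inhibition over 29.93%, a cutoff 3 SD above the screen mean, later confirmed by dose response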;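 further: 0% = low Mg2+ inducing control and 100% = high Mg2+ repressing control; strong numbers were not always called active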
MgcRacGAP inhibition – MgcRacGAP GTPase-activating activity inhibitors, confirmation, biochemical, ADP Hunter fluorescence; 340,000 compounds, 0.6% hits; AID 624330; inhibition, % at 30 µM; hits with a dose series show IC50 in µM; MgcRacGAP-stimulated Rac1 GTP hydrolysis, ADP Hunter fluorescence; higher % means a stronger effect; GST-tagged Rac1 F28L mutant substrate;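 active means first-screen hits whose inhibition reached a set limit at any dose in the follow-up dose series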;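 further: fluorescence reports GDP produced by GAP-driven GTP hydrolysis; strong numbers were not always called active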
SV40 large T antigen – SV40 large T antigen inhibitors, biochemical (AID 1903). 310,000 compounds, 0.39% hits. SV40 large T antigen ATPase/helicase inhibition assay; higher % means a stronger effect. inhibition, % at 20 µM; hits with a dose series show IC50 in µM; in the data active means a potency from the dose series; further: strong numbers were not always called active
T cell HTS – T cell immune modulators affecting CD8 T cell-vesicle binding; calls only at 7 µM; 2C CD8+ T cell-vesicle binding, flow cytometry; active compounds read low; 330,000 compounds, 0.068% hits;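 active means response, share of CD8 T cells binding vesicles, and their 90th percentile fluorescence all below set limits, cut at about 80% in these data, passing the limit was not always enough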
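System: murine 2C transgenic CD8+ T lymphocytes; also added: QL9-loaded Drosophila micro-vesicles; times: binding 1.5 h at 37 °C; measured by: flow cytometry, PE anti-B7-1 (FL2) versus Alexa647 anti-CD8 (FL8), PFA-fixed; control set: Peptide-free naked vesicles (low) and QL9 vesicles with 0.7% DMSO vehicle (high)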
K1F lysis inhibition – protection from phage-mediated lysis, alamar blue read-out – E. coli UTI89, K1F phage, bacterial capsule biogenesis inhibitors (AID 488966) | E. coli UTI89 K1F phage lysis, alamar blue, 2 h; higher % means a stronger effect | inhibition, % at 100 µM, or IC50 in µM where a hit was titrated | 340,000 compounds, 0.02% hits;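 active means phage lysis inhibition, versus mean bacterial control, above a set limit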;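 further: capsule biogenesis inhibitors block K1F phage lysis so surviving cells raise fluorescence; higher fluorescence means more inhibition of phage lysis; actives were called in the ten point dose series up to 300 µM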
RSV CPE inhibition – inhibition of RSV-induced cytopathic effect – HEp-2 cells, primary 10 µM value included (AID 2391). HEp-2 cells, RSV-induced CPE inhibition; higher % means a stronger effect. one-dose CPE inhibition, % at 10 µM; IC50 in µM for titrated hits. 310,000 compounds, 0.13% hits; in the data active means a potency from the dose series; further: strong numbers were not always called active
Myeloid diff 2 – myeloid differentiation induction. 360,000 compounds, 1% hits. calls only at 10 µM. AID 624256. ER-HoxA9 myeloid progenitors, lysozyme-GFP differentiation, flow cytometry;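 active means normalized GFP-positive differentiation at or above the plate's own cutoff, the solvent-only control mean plus 3 SD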;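 further: cells exposed to compound for four days before flow analysis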
TNAP activation fold – stimulation of alkaline phosphatase TNAP activity – biochemical, luminescent, no phosphate acceptor, uHTS, primary screen (AID 1001); purified TNAP, luminescent activation assay, no phosphate acceptor; higher activation fold means a stronger effect; 200,000 compounds, 0.03% hits; one-dose activation fold at 20 µM; EC50 in µM for titrated hits; in the data active means activation fold from about 3, or a potency from the dose series; inactive means the rest, 99 in 100 with activation fold below about 1.6; further: many of its hits are not listed in these tables
NTR1 agonist – agonists of NTR1, primary screen, imaging, U2OS cells, beta-arrestin-GFP, high content (AID 493036); P30989; 330,000 compounds, 0.17% hits; activation, % at 20 µM; NTR1-U2OS beta-arrestin-GFP spot imaging, agonist mode;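 active means activation at or above 40% of the spot to cytoplasm intensity ratio, with at least 20 cells analyzed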;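 further: 0% = DMSO without peptide and 100% = 100 nM NTR1 peptide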
Target sequence (P30989 whole entry, looked up): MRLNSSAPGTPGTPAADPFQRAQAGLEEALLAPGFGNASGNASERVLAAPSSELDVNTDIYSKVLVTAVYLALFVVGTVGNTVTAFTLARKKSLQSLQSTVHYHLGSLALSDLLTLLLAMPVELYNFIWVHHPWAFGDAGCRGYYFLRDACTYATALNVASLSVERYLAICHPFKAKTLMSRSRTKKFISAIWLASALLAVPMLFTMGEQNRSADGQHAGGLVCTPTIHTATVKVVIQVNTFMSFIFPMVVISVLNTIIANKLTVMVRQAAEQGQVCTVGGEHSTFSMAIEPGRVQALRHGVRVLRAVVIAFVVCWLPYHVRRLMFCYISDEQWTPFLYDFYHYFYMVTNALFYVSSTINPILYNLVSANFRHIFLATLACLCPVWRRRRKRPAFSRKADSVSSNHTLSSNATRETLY
T cell HTS vesicle-bound % – further read-out of T cell HTS, marked with its call; double positive events, %; measured here: CD8+ vesicle-bound cell fraction;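 binding gate set so that unloaded-vesicle control wells show 10% double positive cells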
NTR1 agonist cell count 20 µM – recorded beside NTR1 agonist, whose call it bears; cell count; measured here: cell count, cytotoxicity flag
Myeloid diff 2 GFP+ MAC1+ % – further read-out of Myeloid diff 2, marked with its call; GFP+ MAC1+ double positive, %; measured here: differentiation confirmed by MAC1 staining
* hit, by the source's call; i = inactive; x = not tested or not shown; [ ] = dose if it differs, or a comment.

SMILES | PhoP inhibition | MgcRacGAP inhibition | SV40 large T antigen | T cell HTS | T cell HTS vesicle-bound % | K1F lysis inhibition | RSV CPE inhibition | Myeloid diff 2 | Myeloid diff 2 GFP+ MAC1+ % | TNAP activation fold | NTR1 agonist | NTR1 agonist cell count 20 µM
CCc1ccc(S(=O)(=O)c2nnn3c2nc(N2CCOCC2)c2ccccc23)cc1 | -4% | -2% | 1% | i | 20 | 0.2% | -0.4% | i | 0.4 | x | 4.2 | 56
CSc1ccc(/C=C/C(=O)OCC(=O)N2CCc3ccccc32)cc1 | x | 4% | x | i | 30 | 0.4%[50 µM] | 3.1% | i | 0.5 | x | 2.3 | 88
COC(=O)[C@@H]1C[C@H]2CC[C@H](O)C[C@H]2N1Cc1ccccc1OS(=O)(=O)c1ccc(C)cc1 | -5% | 12% | 5% | x | x | 1.0% | 0.9% | i | 0.7 | x | -4.2 | 77
COc1ccc(C(=O)NC(=S)Nc2nc(C)c(C(=O)N(C)C)s2)cc1 | -1% | -2% | 11% | i | 9 | 1.0% | 2.2% | i | 6.5 | 1 | 0.2 | 65
Cc1cccc(N2CC(C(=O)NC3CCCCCC3)CC2=O)c1C (centres undefined) | x | 4% | x | i | 44 | 0.3%[50 µM] | x | i | 0.7 | x | 0.2 | 68
O=C(C=C1CCN(c2ncc(C(F)(F)F)cc2Cl)CC1)NNC(=O)Nc1ccccc1 | -14% | 5% | 3% | i | 46 | 0.0% | 1.8% | i | 1.2 | 1.1 | -0.2 | 79
Cc1ccc([N+](=O)[O-])cc1NC(=O)/C=C/C(=O)O | -8% | 4% | 7% | i | 39 | 0.0% | 2.0% | i | 0.7 | x | -0.2 | 71
COc1cccc(-c2nnc(N(C)C(=O)C3CCOC3)s2)c1 (centres undefined) | -3% | 5% | 10% | i | 42 | 3.0% | 0.2% | i | 0.7 | 1.1 | 0.5 | 73
COc1ccc(CCNC(=O)[C@H](C)N2C(=O)N3CCc4c([nH]c5ccccc45)[C@@]3(C)C2=O)cc1 | x | 7% | x | i | 33 | 8.1% | 5.6% | i | 3.2 | x | 1.3 | 89
CO[C@H]1C=CO[C@@]2(C)Oc3c(C)c(O)c4c(O)c(c(C=NN5CCN(C6CCCC6)CC5)c(O)c4c3C2=O)NC(=O)C(C)=CC=C[C@H](C)[C@H](O)[C@@H](C)[C@@H](O)[C@@H](C)[C@H](OC(C)=O)[C@@H]1C | -2% | x | 2% | x | x | x | x | x | x | 0.7 | 2.4 | 56
Cc1ccc(C2=CC(c3ccccc3)n3ncnc3N2)cc1 (centres undefined) | x | 12% | 19% | i | 4 | 0.5% | 0.1% | i | 1.0 | x | 2.5 | 86
CC1Cn2c(nnc2-c2ccc(F)cc2)S1 (centres undefined) | x | 9% | x | i | 63 | 3.9% | 0.2% | i | 1.9 | 1.1 | 0.1 | 48
Cc1occc1-c1nnc(SCC(=O)N2CCN(c3ccccc3)CC2)n1C | -1% | 6% | 2% | i | 41 | -0.4% | 1.0% | i | 2.2 | 1.1 | -1.1 | 58
CC(=O)Nc1ccccc1Nc1nc(NCCO)nc(N2CCCC2)n1 | x | 7% | 18% | i | 28 | -0.2% | 1.3% | i | 1.2 | x | 7.0 | 50
CCN1C(=O)C(Cc2nc3ccccc3c(=O)n2-c2ccccc2)c2ccccc21 (centres undefined) | 17% | 4% | -2% | i | 31 | 0.6% | 2.9% | i | 0.9 | 1.1 | 1.0 | 54
O=C(c1ccco1)N1CCN(C(=O)C2CC(=O)N(c3ccc(Cl)cc3)C2)CC1 (centres undefined) | -5% | 7% | 12% | i | 40 | 0.3% | 3.3% | i | 1.4 | x | -0.1 | 59
Cc1ccc(NC(=O)Nc2ccc3c(c2)OCO3)c(OC(F)F)c1 | 8% | 7% | -3% | i | 62 | 1.8%[50 µM] | 2.3% | i | 2.2 | x | -0.4 | 56
Cc1ccccc1OCC(=O)NC(=S)Nc1ccc(Br)c(C)n1 | 6% | 2% | 0% | i | 55 | 1.7% | -2.5% | i | 1.1 | 2.1 | -0.2 | 52
O=C(/C=C/c1cccs1)NC(=S)Nc1ccc(S(=O)(=O)Nc2ccccc2C(F)(F)F)cc1 | -8% | 8% | 6% | i | 24 | i | x | i | 0.5 | x | 3.0 | 51
CCc1ccc(/C=C(\C)C(=O)c2c(C)cc(C)[nH]c2=O)cc1 | -7% | 5% | -3% | i | 54 | -0.3% | 2.0% | i | 0.2 | 1.1 | -1.1 | 78
CCOC(=O)c1cc(NC(=O)N(CC)C2CCCCC2)c(C)nc1C | 5% | 7% | 2% | i | 58 | -1.7% | 0.0% | i | 5.8 | 1.1 | -1.8 | 46
Cc1cccc(N2CCN(C(=O)NC3CCCCC3)CC2)c1C | -2% | 7% | 2% | i | 46 | 0.3% | 9.6% | i | 0.3 | x | 1.0 | 63
C=CCn1c(SCC(=O)N2CCN(c3ccccc3)CC2)nc2c([nH]c3ccccc32)c1=O | -8% | 4% | 13% | i | 18 | 0.3%[50 µM] | 1.1% | i | 1.9 | x | 0.7 | 58
COC(=O)c1nn(-c2ccc(C)cc2)ccc1=O | -6% | 5% | 8% | i | 46 | 0.9% | 1.0% | i | 0.8 | 1.1 | 1.7 | 59
Cc1c(NC=C(C#N)C#N)c(=O)n(-c2ccccc2)n1C | -1% | -2% | 2% | i | 3 | 0.0% | -0.7% | i | 0.2 | 1.1 | 1.0 | 49

Shown with two lines to a compound: entries from further up.
Values run as follows: PhoP inhibition, MgcRacGAP inhibition, SV40 large T antigen, T cell HTS, T cell HTS vesicle-bound %, K1F lysis inhibition, RSV CPE inhibition, Myeloid diff 2, Myeloid diff 2 GFP+ MAC1+ %, TNAP activation fold, NTR1 agonist, NTR1 agonist cell count 20 µM
COC(=O)c1nn(-c2ccc(C)cc2)ccc1=O
    -6%, 5%, 8%, i, 46, 0.9%, 1.0%, i, 0.8, 1.1, 1.7, 59
CCc1ccc(S(=O)(=O)c2nnn3c2nc(N2CCOCC2)c2ccccc23)cc1
    -4%, -2%, 1%, i, 20, 0.2%, -0.4%, i, 0.4, x, 4.2, 56
Cc1c(NC=C(C#N)C#N)c(=O)n(-c2ccccc2)n1C
    -1%, -2%, 2%, i, 3, 0.0%, -0.7%, i, 0.2, 1.1, 1.0, 49
Cc1ccc(NC(=O)Nc2ccc3c(c2)OCO3)c(OC(F)F)c1
    8%, 7%, -3%, i, 62, 1.8%[50 µM], 2.3%, i, 2.2, x, -0.4, 56

New compounds follow:
SMILES | PhoP inhibition | MgcRacGAP inhibition | SV40 large T antigen | T cell HTS | T cell HTS vesicle-bound % | K1F lysis inhibition | RSV CPE inhibition | Myeloid diff 2 | Myeloid diff 2 GFP+ MAC1+ % | TNAP activation fold | NTR1 agonist | NTR1 agonist cell count 20 µM
CS(=O)(=O)c1ccc2nc(NC(=O)c3cccc(NS(=O)(=O)c4ccc(F)c(F)c4)c3)sc2c1 | 4% | 5% | 9% | i | 49 | -9.4% | 12% | i | 0.6 | 1.1 | 4.0 | 57
Cc1ccc2nc(NC(=O)C3CC(=O)N(Cc4ccco4)C3)sc2c1 (centres undefined) | 1% | 11% | 9% | i | 25 | -0.1% | 1.8% | i | 0.1 | 1.1 | -2.5 | 69
COc1cccc(NC(=O)N2CCN(c3cccc(C)c3C)CC2)c1 | 6% | 0% | 0% | i | 8 | 1.0% | 20% | i | 0.4 | 1.1 | 0.0 | 77
C/C(CC(=O)NCCCN1CCOCC1)=N\NC(=O)COc1ccc(Cl)cc1 | -10% | 9% | -2% | i | 54 | 0.8% | 0.7% | i | 0.5 | 1.1 | -0.6 | 49
O=C(CSc1nnc(C2COc3ccccc3O2)o1)Nc1nccs1 (centres undefined) | -19% | 7% | 10% | i | 63 | 0.9% | 3.5% | i | 1.4 | 1.2 | -4.8 | 70
CCOc1nc(NCCc2ccc(OC)c(OC)c2)nc(NC(C)(C)CO)n1 | -2% | 1% | 7% | i | 35 | 1.7% | -0.5% | i | 1.1 | 1.1 | 0.6 | 83
COc1ccc(C)cc1NC(=O)CSc1nnc(-c2ccccn2)n1Cc1ccco1 | -9% | 8% | 11% | i | 22 | -0.1% | 7.2% | i | 0.3 | 1 | 0.7 | 87
CCc1nc2ccccc2n1Cc1ccc(OC)c(OC)c1 | -12% | 9% | 4% | i | 22 | 3.4% | 4.8% | i | 0.4 | 1.1 | 1.6 | 56
NS(=O)(=O)c1ccc(NC(=O)CN2CCN(S(=O)(=O)c3cccs3)CC2)cc1 | x | 6% | x | x | x | 1.7%[50 µM] | x | i | 0.5 | x | -0.7 | 49
CC(C)NC(=O)Nc1ccc2c(c1)C(=O)N([C@H](C)CO)C[C@H](C)[C@@H](CN(C)C(=O)Nc1ccccc1)O2 | x | 16% | x | i | 11 | 2.9% | x | i | 0.6 | x | 1.6 | 43
O=C(CSCc1ccc(F)cc1)N1CCN(c2ccc(F)cc2)CC1 | -1% | 5% | 15% | i | 31 | 2.6% | 0.0% | i | 6.5 | 1.2 | -0.3 | 55
Cc1cc(NC(=O)CSc2nc(C(C)C)nc3sc4c(c23)CCCC4)no1 | 8% | -5% | 6% | i | 11 | 0.9% | 0.4% | i | 8.6 | 0.9 | 0.5 | 55
Cc1ccc(CNC(=O)c2ccc(Cl)c(S(N)(=O)=O)c2)n1C | -4% | x | 9% | i | 21 | 0.5% | 1.8% | i | 0.9 | x | 1.3 | 46
COc1ccc(OC)c2[nH]c(=O)c(CCNC(=O)C(C)C)cc12 | 17% | 10% | 5% | i | 46 | -0.8% | 1.2% | i | 2.1 | 1.1 | -1.3 | 104
O=C(CCc1nc2ccccc2[nH]1)Nc1ccc(F)cc1 | -2% | 8% | -2% | i | 39 | 1.2% | 0.8% | i | 5.1 | 1.1 | -1.3 | 59
CCCC(=O)Nc1cc(OC)c(C(=O)OC)cc1Cl | 5% | -2% | 9% | i | 57 | -0.3% | 2.2% | i | 0.7 | 1.1 | 0.1 | 51
Cc1cc2n(n1)SC(Nc1ccc(F)cc1)N2 (centres undefined) | 1% | 4% | 7% | i | 32 | 0.7% | 3.0% | i | 0.9 | 1.1 | 0.3 | 86
Clc1ccccc1-c1nc2ccccc2[nH]1 | -2% | 11% | 3% | i | 28 | 0.8% | 1.9% | i | 0.3 | x | -0.2 | 59
CC(C)(C)C1(C)OC(C(N)=O)C(C(N)=O)O1 (centres undefined) | -2% | 10% | 24% | i | 8 | 5.7% | 0.7% | i | 1.9 | 1.1 | -5.9 | 96
O=C(N=Nc1c(O)n(Cc2ccccc2)c2ccccc12)c1ccc(O)cc1 | 13% | 5% | 5% | i | 45 | 3.9% | 4.8% | i | 0.8 | 0.9 | 23 | 53
